TRPV1 ag: HTS Assay for Compounds that Act as Agonists of the Vanilloid Receptor 1; Transient receptor potential cation channel subfamily V member 1 (Homo sapiens), Q8NER1; TRPV1-expressing cells, Fluo-8 calcium influx, agonist mode; activation, % at 8.33 µM; 320,000 tested, 0.19% active; AID 540275, 2011; in the data active = activation above about 80%; inconclusive = between about 30% and that limit; note: 0% is about no effect
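TRPV1-expressing cells were cultured overnight at 35.5C and loaded with Fluo-8 calcium dye for 40 to 90 min at room temperature. After a 10 s baseline, compound was added and calcium influx was read kinetically for 3 min (ex 480/em 520 nm).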
CXXC DNA block: qHTS Fluorescence Polarization Assay for Inhibitors of MLL CXXC domain - DNA interaction. MLL-CXXC / FITC-HOXA9 DNA fluorescence polarization. Potency, µM (top dose mostly 115 µM), for the others: top-dose activity change, negative = inhibition, most hits filed as inhibitors. 290,000 tested, 0.037% active. AID 2662, 2010; active = well fitted inhibition curve with a large enough effect in the polarisation, with a control signal flat, not every such curve was filed as active; inconclusive = small, poorly fitted or top-dose-only effect, or effect the other way, or a change in a side signal; inactive = no such curve, though single readings can be large or run the other way; the % refers to the polarisation; note: potency is the fitted concentration of half-maximal effect
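Steps: dispense CXXC domain solution (7 uM) → pin compounds or unlabeled HOX-A9 DNA control → 5 min ambient → add FLSN-HOX-A9 solution (50 nM) → spin → 30 min ambient → fluorescence polarization. Tris pH 7.5/NaCl/DTT/BSA buffer.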
AT treatment: qHTS Assay for Identifying a Potential Treatment of Ataxia-Telangiectasia. […] A-T fibroblasts, KAP-1 phosphorylation AlphaLISA; neocarzinostatin DNA damage 30 min before lysis. Potency, µM (doses to about 57.5 µM), without a hit: top-dose activation, most hits filed as activators. 320,000 tested, 0.19% active. AID 485349, 2010; note: potency is the fitted concentration of half-maximal effect; % of control where 0% means no effect; nearly all actives have a fitted effect of over 45% in size
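hTERT-immortalized A-T patient fibroblasts ([…]), 500 cells/well in OPTI-MEM, 1% FBS, got compounds for 60 min, then NCS for 30 min at 37C. Lysates were then assayed for phospho-KAP-1 by AlphaLISA (anti-pKAP1 donor, anti-KAP1 acceptor beads), 6 hr at 25C.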
ASM inhibitor: Inhibitors of Secretory Acid Sphingomyelinase (S-ASM): qHTS | placental ASM, HMU-PC fluorogenic substrate, 60 min | 340,000 tested, 0.006% active | Potency, µM (doses to about 57.5 µM), for the others: at the highest dose activity change, negative = inhibition, most hits filed as inhibitors | Sphingomyelin phosphodiesterase (Homo sapiens), P17405; note: potency is the fitted concentration of half-maximal effect
Target sequence (P17405 47-631 limits assumed): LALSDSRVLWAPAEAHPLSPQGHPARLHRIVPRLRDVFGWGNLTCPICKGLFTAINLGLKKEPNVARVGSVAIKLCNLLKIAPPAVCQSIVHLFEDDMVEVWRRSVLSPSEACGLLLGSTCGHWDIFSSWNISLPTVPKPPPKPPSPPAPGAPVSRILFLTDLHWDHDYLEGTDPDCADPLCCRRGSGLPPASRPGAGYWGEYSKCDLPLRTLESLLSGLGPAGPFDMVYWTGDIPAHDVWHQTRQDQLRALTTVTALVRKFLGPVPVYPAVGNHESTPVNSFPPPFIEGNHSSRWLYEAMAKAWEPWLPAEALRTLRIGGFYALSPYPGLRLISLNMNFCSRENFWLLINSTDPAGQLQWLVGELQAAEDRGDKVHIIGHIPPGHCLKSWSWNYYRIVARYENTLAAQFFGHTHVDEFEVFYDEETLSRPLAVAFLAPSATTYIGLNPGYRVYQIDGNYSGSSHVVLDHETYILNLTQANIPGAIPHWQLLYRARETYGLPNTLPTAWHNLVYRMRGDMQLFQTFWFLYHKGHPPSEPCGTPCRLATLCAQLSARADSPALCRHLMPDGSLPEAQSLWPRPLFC
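Human placenta-derived ASM enzyme was preincubated with compound for 10 minutes at room temperature, then given fluorogenic substrate HMU-PC0 (9 uM final) for 60 minutes at 37 °C; a pH 10 stop preceded fluorescence reading at Ex 386/Em 447 nm.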
GALK inhibitor: qHTS Assay for Inhibitors of Human Galactokinase (GALK) | P51570 | Purified GALK, Kinase-Glo residual ATP luminescence | Potency, µM (highest dose often 57.5 µM), for the others: top-dose activity change, negative = inhibition, hits mostly inhibitors | 270,000 tested, 0.007% active | AID 1868, 2009; note: potency is the fitted concentration of half-maximal effect; % is set by controls: 0 for no effect and ±100 for the full control effect
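GALK at 5 nM final was combined with compound, 35 uM ATP and 100 uM galactose in HEPES pH8.0 with MgCl2 and DTT. The reaction ran one hour at room temperature before luminescent ATP detection.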
FBPA coupling cs: qHTS Assay for Inhibitors of Fructose-1,6-bisphosphate Aldolase from Giardia Lamblia: Coupling assay counterscreen | coupling enzyme system counterscreen, AmpLite Red fluorescence | activity change, negative = inhibition, % at 58.2 µM, hits read low | 290,000 tested, 0.67% active; in the data active = activity change below about -30%; note: % is set by controls: 0 for no effect and ±100 for the full control effect
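Fluorescence at 525 nm excitation and 598 nm emission measured inhibition of the coupled detection system without aldolase. Compounds (at 57.5 uM final) were preincubated 10 min at room temperature with coupling enzyme reagent before a 20 min substrate/AmpLite Red step.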
hERG WT inh: qHTS for Inhibitors of KCHN2 3.1: Wildtype qHTS | Voltage-gated inwardly rectifying potassium channel KCNH2 (Homo sapiens), Q12809 | U2OS, BacMam KCNH2, thallium flux FluxOr; stronger effect = lower value | activity change, % at 1.84 µM | 340,000 tested, 0.37% active | AID 720551, 2013;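 active = maximum activity change below -70%; inconclusive = maximum activity change between -70% and -50%; inactive = maximum activity change above -50%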; note: % is set by controls: 0 for no effect and ±100 for the full control effect
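U2OS cells transduced with wild-type KCNH2 virus are loaded with FluxOr dye for 45 min, and thallium flux is measured in kinetic reads before and after stimulation buffer. Rate constants are normalized to DMSO controls.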
a7 integrin act: qHTS for Activators of Integrin-Mediated Alleviation for Muscular Dystrophy. alpha7betagal myoblasts, beta-gal FDG fluorescence, 48 h. Potency, µM (doses to about 38.3 µM), inactives show at the highest dose activation, most hits filed as activators. 350,000 tested, 0.064% active. AID 624291, 2012;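 note: potency is the fitted concentration of half-maximal effect; 100% = response of the positive control SU9516; nearly all actives have a fitted effect of over 60% in size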
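alpha7betagal+/- myoblasts (passage 13, 250/well) treated 48 h at 37C with compounds at 1:260 dilution of DMSO stock. Lysed, then beta-galactosidase activity read as FDG fluorescence (ex 480/em 540) after 30 min, with pre-read for autofluorescence.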
KCNH2 3.1 inh: qHTS for Inhibitors of KCHN2 3.1: Mutant qHTS. activity change, % (tested at about 1.8 µM). Potassium voltage-gated channel subfamily H member 2, brain isoform KCNH2 3.1 (human). 340,000 tested, 0.95% active. U2OS KCNH2 3.1, thallium flux FluxOr; stronger effect = lower value. AID 720553, 2013;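 active = maximum activity change below -70%; inconclusive = maximum activity change from -70% to -50%; inactive = maximum activity change above -50%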;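 note: thallium influx rate constant from kinetic fluorescence after stimulation buffer; % is set by controls: 0 for no effect and ±100 for the full control effect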
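Steps: virus added to U2OS suspension (4 h, RT, dark); medium with 10% FBS added, cells plated, 37 C overnight; FluxOr/Red40 loading buffer 45 min RT; stimulation buffer, 2 min kinetic read; rate constant normalized.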
MBNL1-CUG inh: qHTS Assay for Inhibitors of MBNL1-poly(CUG) RNA binding. Muscleblind-like protein 1 (Homo sapiens), Q9NR56. TR-FRET MBNL1-His/biotin-(CUG)12 binding, 665/545 ratio. Potency, µM (top dose mostly 57.5 µM), without a hit: at the highest dose activity change, negative = inhibition, usual class: inhibitors. 280,000 tested, 0.036% active. AID 2675, 2010; active = well fitted inhibition curve with a large enough effect in the signal ratio, with a control signal flat, not every such curve was filed as active; inconclusive = small, poorly fitted or top-dose-only effect, or effect the other way, or a change in a side signal; inactive = no such curve, though single readings can be large or run the other way; the % refers to the signal ratio; note: potency is the fitted concentration of half-maximal effect; % is set by controls: 0 for no effect and ±100 for the full control effect
Target sequence (Q9NR56 whole entry, looked up): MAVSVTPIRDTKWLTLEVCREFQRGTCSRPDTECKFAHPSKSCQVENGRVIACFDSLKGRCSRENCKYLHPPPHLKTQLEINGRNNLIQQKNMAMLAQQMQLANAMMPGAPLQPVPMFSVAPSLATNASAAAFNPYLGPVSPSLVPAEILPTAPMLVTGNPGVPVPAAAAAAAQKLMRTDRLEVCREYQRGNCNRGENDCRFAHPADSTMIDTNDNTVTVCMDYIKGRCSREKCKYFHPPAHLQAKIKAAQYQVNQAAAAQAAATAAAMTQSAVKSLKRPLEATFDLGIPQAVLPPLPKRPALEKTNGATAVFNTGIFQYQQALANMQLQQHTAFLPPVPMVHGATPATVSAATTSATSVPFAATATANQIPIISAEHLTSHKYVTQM
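Compounds (final 92 nM to 58 uM) are added to His-tagged MBNL1 and biotin-(CUG)12, then terbium anti-His antibody and streptavidin-XL665 (5 nM final). After 60 min at room temperature, the 665/545 nm ratio is read.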
* marks the source's active call; other numbers are inactive results; i = inactive; ? = inconclusive; / = no result given; [ ] = dose if it differs, or a comment. Unless noted, calls come from the whole dose curve; as a rule, active = well fitted curve in the direction sought with a large enough effect; inconclusive = small, poorly fitted or top-dose-only effect, or another doubt; inactive = no such curve, though single readings can be large; an effect the other way counts as inactive or inconclusive.

Each structure is followed by: TRPV1 ag	CXXC DNA block	AT treatment	ASM inhibitor	GALK inhibitor	FBPA coupling cs	hERG WT inh	a7 integrin act	KCNH2 3.1 inh	MBNL1-CUG inh
> O=C(CSc1nc2ccccc2[nH]1)Nc1ccccc1N1CCOCC1
  -2	-2%	0%	-3%	-1%	-1	-16	13%	6	-5%
> Cc1ccccc1S(=O)(=O)Cc1ccc(C(=O)NC2CCCCC2)o1
  -1	-1%	8%	-2%	0%	1	3	-25%	5	-3%
> CC(C)Oc1ccc(S(=O)(=O)N2CCOCC2)cc1NC(=O)C1CCCC1
  ?	/	1%	-3%	/	/	14	0%	23	/
> CC(=O)Nc1nonc1-c1nc2ccccc2n1Cc1ccccn1
  3	-20%	2%	-1%	3%	2	0	15%	1	9%
> COc1ccccc1C(=O)NNC(=O)c1cccc(C)c1
  9	-10%	-5%	0%	3%	-2	-3	5%	2	1%
> CCOC(=O)c1ccc(NC(=O)C(C)NS(=O)(=O)c2ccc(OC)cc2)cc1 (configuration not stated)
  4	-3%	7%	5%	-2%	0	-3	-12%	3	-8%
> Cc1cc(C)cc(-n2cc(C(=O)O)c(=O)cc2C)c1
  0	7%	1%	3%	-1%	0	-24	22%	/	/
> CCCc1nc(N)nc2c1C(=O)CC(C)(C)C2
  0	-16%	/	-2%	1%	4	-18	7%	-2	6%
> O=C(Nc1cccc(S(=O)(=O)N2CCCC2)c1)c1cc(S(=O)(=O)N2CCOCC2)ccc1F
  6	/	2%	-2%	/	/	2	7%	13	/
> COc1ccc(OCCC(=O)Nc2ccccc2)cc1
  16	-4%	-1%	-3%	3%	1	1	41%	2	-6%
> Cc1ccc(NC(=O)c2ccccn2)cc1S(=O)(=O)N1CCOCC1
  ?	12%	-1%	0%	8%	-1	0	23%	18	-1%
> COc1ccc(S(=O)(=O)NC(C(=O)NCCc2ccccn2)C(C)C)cc1 (configuration not stated)
  4	-4%	3%	5%	0%	-3	-6	-5%	18	-1%
> O=C(Nc1cccc(C(F)(F)F)c1)c1ccc(-n2cncn2)nc1
  17	4%	-1%	-2%	1%	-1	i	-15%	8	-4%
> COc1ccccc1-c1c(C)nn2c(-c3ccccc3)cc(C)nc12
  ?	5%	-6%	-8%	-1%	-1	5	29%	-10	1%
> O=C(C1CCCO1)N(Cc1ccccc1)c1ccccc1 (configuration not stated)
  -3	-5%	5%	2%	4%	-1	-13	24%	14	-8%
> CC(C)C(C(=O)Nc1cccnc1)N1C(=O)c2ccccc2C1=O (configuration not stated)
  0	5%	7%	0%	0%	-4	14	-5%	19	11%
> CSc1ncccc1C(=O)OCC(=O)NC(=O)NCCC(C)C
  0	0%	23%	-2%	7%	4	1	-5%	-10	13%
> COc1ccc(/C=C/C(=O)Oc2cccc(/C=N/NC(=O)Cc3ccc(Br)cc3)c2)cc1
  1	5%	14%	-8%	-2%	-2	4	-21%	3	-1%
> Cc1ccc(S(=O)(=O)Cn2nnnc2C(CC(C)C)N2CCN(C(=O)c3ccco3)CC2)cc1 (configuration not stated)
  1	0%	-2%	-1%	/	1	0	-31%	3	-20%
> O=C(/C=C/c1ccc(Cl)cc1)N1CCN(c2ccccc2[N+](=O)[O-])CC1
  23	7%	-2%	-19%	2%	-13	-71*	-17%	-108*	10%
> Cc1ccc(N2CC(C(=O)NCCS(=O)(=O)N3CCN(c4ccccc4)CC3)CC2=O)cc1C (configuration not stated)
  -1	-6%	1%	1%	-2%	-7	-10	20%	-2	7%
> COc1ccc(CNC(=O)CN(C(=O)CCC(=O)Nc2ccccn2)c2ccccc2OC)cc1
  2	15%	0%	0%	0%	3	-4	-1%	5	-4%
> Cc1cc(C)c(C(=O)Nc2ccc(C)c(C)c2)c(CC(C)(C)C(=O)O)c1
  -1	-2%	-2%	9%	/	13	4	-17%	9	-3%
> NS(=O)(=O)c1ccc(CCNC(=O)Cc2cccs2)cc1
  4	13%	1%	1%	-6%	1	-9	25%	-28	-5%
> COc1ccc(S(=O)(=O)NCCCn2ccnc2)cc1C(C)(C)C
  1	11%	-7%	3%	-1%	1	3	27%	13	0%
> O=C(NCc1cccnc1)C1CCN(S(=O)(=O)c2cccs2)CC1
  3	-19%	-2%	0%	-1%	-3	-2	-1%	4	6%
> O=C(CSc1nnc(CNc2cccc(Cl)c2)o1)OC1CCCCC1
  2	-3%	2%	-8%	0%	4	-12	8%	-6	-1%
> CNC(=O)CSc1nnc(-c2cc(C)cc(C)c2)o1
  -6	-7%	-2%	1%	0%	3	5	-4%	9	-9%
> COc1cc(-c2nnc(SCC(=O)/C(C#N)=C(\C)N)o2)cc(OC)c1OC
  1	-2%	4%	1%	3%	5	3	20%	5	-8%
> Cc1cc(Oc2ccccc2F)nc(NCc2ccccc2)n1
  17	-4%	0%	-4%	1%	-1	-2	-27%	-1	-7%
> CCOc1cc(C)c(Cl)cc1S(=O)(=O)n1cnc2ccccc21
  20	-2%	-3%	0%	-4%	-9	-7	-19%	4	5%
> O=C(c1cccc(F)c1)N1CCN(C(=O)c2cc(-c3ccc(Cl)cc3Cl)on2)CC1
  11	7%	2%	-1%	-1%	-1	10	-35%	-37	1%
> O=C1c2cccc3cccc(c23)C(=O)N1c1nncs1
  -1	6%	7%	0%	3%	1	9	-3%	24	?
> Cc1ccc(NC(=O)c2ccccc2OCC(=O)c2ccc(F)cc2)cc1
  12	3%	-2%	1%	-1%	0	-10	13%	-6	-8%
> Cc1ccc(S(=O)(=O)Nc2cccc(C(=O)NCCCN3CCOCC3)c2)cc1F
  -2	/	8%	-2%	/	/	15	-30%	12	/
> COC(=O)C(Cc1ccccc1)N1CCS(=O)(=O)CC1 (configuration not stated)
  -1	2%	3%	9%	-1%	-2	-20	25%	-6	5%
> O=C(Nc1ccccc1O)c1cc(S(=O)(=O)N2CCOCC2)ccc1Cl
  2	22%	5%	-2%	3%	2	2	22%	5	-1%
> O=C(O)CCCCCNc1ncnc2ccc(Br)cc12
  -1	4%	-2%[11.5 µM]	-2%	1%	2	11	0%	1	?
> COc1ccc(-c2nnc(SCc3ccc(C(=O)O)cc3)n2N)cc1
  2	-2%	0%	10%	-3%	1	0	12%	9	-7%
> CCC(=O)N(C(=O)CC)N1CCN(c2ccncc2S(=O)(=O)N2CCCCC2)CC1
  0	8%	6%	7%	-4%	/	20	14%	-3	6%
> CC1CCCC(C)N1/N=C/c1ccc(O)cc1 (configuration not stated)
  2	?	-3%	15%	9%	1	-10	0%	-14	-5%
> CN(C)C(=O)c1c(NC(=O)c2ccco2)sc2c1CCCCC2
  17	-4%	3%	0%	-1%	-3	-7	-8%	3	3%
> O=C(C1CCCC1)N1CCC(CC2CC(c3ccc(Cl)cc3)=NO2)(C(=O)NCC2CCCCC2)CC1 (configuration not stated)
  1	11%	2%	-6%	/	2	-10	1%	-34	-6%
> CC(C)Cc1nnc(NC(=O)CSc2nc(O)c(-c3ccccc3)c(=O)[nH]2)s1
  -3	1%	0%	0%	0%	9	-6	0%	9	47%[activator]
> CC(/C=N/NC(=O)c1cc(-c2ccc3ccccc3c2)n[nH]1)=C\c1ccco1
  3	14%	-1%	-5%	1%	2	-23	-34%	/	-18%
> Cc1cc(Br)ccc1NCc1ccccn1
  1	2%	2%	2%	1%	0	0	7%	3	-3%
> CCCCN1CC(=O)N2[C@H]3c4ccccc4OC[C@@H]3[C@H](C(=O)OCC)[C@]2(C)C1=O
  /	/	3%	2%	/	/	-2	-8%	3	/

Copied from the list.
FBPA coupling cs with CC(C)Cc1nnc(NC(=O)CSc2nc(O)c(-c3ccccc3)c(=O)[nH]2)s1 → 9
MBNL1-CUG inh with CC(/C=N/NC(=O)c1cc(-c2ccc3ccccc3c2)n[nH]1)=C\c1ccco1 → -18%
